D2 PAM = D2 dopamine receptor (human) potentiation; HEK293 T-REx D2, calcium flux, EC20 dopamine potentiation; 340,000 compounds, 0.34% hits; potentiation, % at 10 µM; P14416;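 active means potentiation over 3 SD above the plate norm, cut at about 30% in these data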; further: 0% is about no effect
Target sequence (P14416 whole entry, looked up): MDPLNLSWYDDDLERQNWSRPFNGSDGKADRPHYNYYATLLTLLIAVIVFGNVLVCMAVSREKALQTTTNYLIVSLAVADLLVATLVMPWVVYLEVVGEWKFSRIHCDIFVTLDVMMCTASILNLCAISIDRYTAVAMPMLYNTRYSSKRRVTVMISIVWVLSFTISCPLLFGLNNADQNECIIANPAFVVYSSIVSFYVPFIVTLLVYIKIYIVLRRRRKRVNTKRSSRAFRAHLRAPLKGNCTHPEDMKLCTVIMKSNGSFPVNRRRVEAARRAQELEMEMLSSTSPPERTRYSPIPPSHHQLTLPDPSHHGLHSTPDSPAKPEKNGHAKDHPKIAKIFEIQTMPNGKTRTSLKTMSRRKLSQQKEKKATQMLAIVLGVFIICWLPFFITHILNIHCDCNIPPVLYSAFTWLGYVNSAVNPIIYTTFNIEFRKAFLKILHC
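Tetracycline-induced Hek293 Trex D2 cells, force-coupled to calcium, loaded with no-wash calcium dye. Compound added with 180 s kinetic read for agonism, then EC20 dopamine and a further 180 s read for potentiation.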
D1 potentiator = enhances dopamine response at the human D1 receptor | HEK293 TREx D1 cells, calcium flux, dopamine EC20 potentiation | potentiation, % at 10 µM | 360,000 compounds, 0.036% hits; in the data active means potentiation above about 30%; further: 0% is about no effect
D2 antag = antagonizes the human D2 dopamine receptor. P14416. HEK293 TREx D2 cells, calcium flux, dopamine EC80. inhibition, % at 10 µM. 340,000 compounds, 2% hits; in the data active means inhibition above about 30%; further: 0% is about no effect
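Calcium flux kinetic readout in an inducible HEK293 TREx D2 line plated overnight at 30 C. After 180 s compound exposure, an EC80 dopamine challenge follows with another 180 s kinetic read to detect antagonism.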
D1 antag = blocks dopamine activation of the human D1 receptor | P21728 | HEK293 TREx D1 cells, calcium flux, dopamine EC80; active compounds read low | activity change, negative = inhibition, % at 10 µM | 360,000 compounds, 3.2% hits | AID 504652; in the data active means activity change below about -30%; further: on the % scale 0 is the no-effect control and ±100 the full control effect
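Compound effects on dopamine-evoked calcium signalling were measured in tetracycline-induced HEK293 Trex D1 cells. Dopamine at EC80 followed a 180 s compound pre-read, and fluorescence was tracked kinetically for 180 s more.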
RXFP1 antag = antagonists of human relaxin receptor RXFP1 | HEK293-RXFP1, relaxin-stimulated cAMP HTRF, 30 min; active compounds read low | activity change, negative = inhibition, % at 57.5 µM | 350,000 compounds, 0.59% hits | Q9HBX9 | AID 1259400;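 active means activity change of -60% or lower, but not beyond a set lower limit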; further: on the % scale 0 is the no-effect control and ±100 the full control effect
TRHR PAM = TRH receptor (human) allosteric enhancement; enhancement, % at 2 µM; TRHR cells, fluo-8 calcium fluorescence, EC20 TRH enhancement; 360,000 compounds, 0.66% hits; AID 493056; in the data active means enhancement above about 30%; further: 0% is about no effect
Target sequence (P34981 whole entry, looked up): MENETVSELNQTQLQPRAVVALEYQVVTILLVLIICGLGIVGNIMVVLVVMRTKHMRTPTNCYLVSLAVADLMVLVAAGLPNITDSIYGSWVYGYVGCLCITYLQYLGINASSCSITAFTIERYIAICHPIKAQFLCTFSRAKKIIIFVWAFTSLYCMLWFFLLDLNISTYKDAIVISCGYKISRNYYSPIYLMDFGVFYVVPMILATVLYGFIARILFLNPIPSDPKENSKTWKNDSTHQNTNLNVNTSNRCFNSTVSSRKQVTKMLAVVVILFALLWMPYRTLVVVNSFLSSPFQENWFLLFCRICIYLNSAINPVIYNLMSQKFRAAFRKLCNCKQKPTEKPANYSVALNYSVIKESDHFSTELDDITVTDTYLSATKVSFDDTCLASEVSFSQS
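TRHR-expressing cells loaded with fluo-8 calcium dye were read kinetically (ex 480/em 530) during compound addition, then stimulated with an EC20 of TRH (10 nM final). Enhancement of the Gq-mediated intracellular calcium response was scored.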
D1 ag = human D1 receptor agonism; P21728; HEK293 T-REx D1 cells, calcium flux, agonist mode; activation, % at 2 µM; 360,000 compounds, 1% hits; further: 0% is about no effect
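Inducible HEK293 T-REx D1 cells, force-coupled to calcium signalling, were plated at 4000 cells/well with tetracycline and held overnight at 30 C. After no-wash calcium dye loading, compound-evoked calcium rise over 180 s flagged agonists.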
D2 ag = D2 dopamine receptor (human) agonism. 340,000 compounds, 0.53% hits. activation, % at 2 µM. HEK293 T-REx D2 cells, calcium flux agonist mode;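 active means activation over 3 SD above normal in the single-dose calcium agonist read, cut at about 30% in these data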; further: 0% is about no effect
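HEK293 Trex D2 cells, tetracycline-induced, o/n 30 C 5% CO2; no-wash Ca dye, RT 30–90 min; 10-cycle baseline, 23 nl cpd added, kinetic Ca read 180 s; agonist hits = positive Ca response.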
TRHR agonist = agonists of human TRH receptor. P34981. TRHR cells, calcium flux fluo-8, FDSS agonist mode. activation, % at 2 µM. 360,000 compounds, 0.18% hits. AID 493084; further: 0% is about no effect
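TRHR-expressing cells, plated overnight in medium with 10% serum, were loaded with fluo-8 calcium dye at room temperature. After a 10 s baseline, library compound was pin-added and calcium release was recorded kinetically (ex 480/em 530) as agonist response.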
* = called active by the depositor; x = not tested or not shown. Unless noted, no stated cut-off is given here; in the data, active means activation above about 30%; inactive means the rest.

item	Compound	D1 ag	TRHR agonist	D2 antag	D1 potentiator	D2 ag	TRHR PAM	D2 PAM	D1 antag	RXFP1 antag
1	Cc1ccn2c(=O)nc(SCC(=O)OCc3ccccc3)nc2c1	0	-0.4	2	2	-0.4	5	14	13	-18
2	Cc1ccc(Cn2c(C(=O)O)c(CNCCc3ccco3)c3ccc(C)cc32)cc1	0	-0.3	x	2	0.5	-2	-6	8	x
3	CC1=C(C(=O)Nc2ccccc2)C(c2cccs2)C(C#N)=C(SCC#N)N1 (stereo not drawn)	0	0.4	1	-8	0.0	-6	3	-18	-1
4	Cc1ccc(-n2ncc(C(=O)Nc3ccc(C)c(F)c3)c2C2CCN(C(=O)OC(C)(C)C)CC2)cc1C	2	-1.0	x	6	0.8	14	4	2	-5
5	C=C(C)COc1ccc(-c2ncncc2-c2ccc(Cl)cc2)c(O)c1	7	1.5	24	-3	1.5	19	4	11	-10
6	CCOC(=O)C(C)n1nc(/C=C/c2ccc(OC)cc2)ccc1=O (stereo not drawn)	12	-0.9	22	1	0.2	-3	0	-11	-5
7	CCN(CC(=O)Nc1ccc(OC)cc1)C(=O)c1ccc2[nH]c3c(c2c1)CC(C)CC3 (stereo not drawn)	4	0.7	x	-13	x	1	x	-3	-3
8	Cc1ccc(CCNc2nc3ccccc3c3nc(-c4cccnc4)nn23)cc1	1	0.1	x	-3	-0.3	6	-2	-18	x
9	Cc1ccc(-c2nn(-c3ccccc3)cc2/C=C/C(=O)Nc2nccs2)cc1	13	-0.9	-14	-5	-0.3	-5	-15	-31*	-1
10	COC(=O)c1c(NC(=O)c2ccccc2)sc2c1CC(C)(C)OC2	0	-0.6	-4	-3	-0.3	18	11	4	23
11	O=C(CCCOc1ccccc1)NCc1ccco1	5	-0.3	4	-2	-1.4	19	-1	-4	0
12	Cc1cccc(N)c1SC1CCCCC1O (stereo not drawn)	2	-0.9	5	2	-0.4	-3	-5	2	3
13	CCC(C(=O)N1CCCCCC1)n1nc(C)n2c(cc3occc32)c1=O (stereo not drawn)	2	-1.3	-8	-4	2.9	12	-7	0	-4
14	CN(c1ccc(C(=O)Nc2nccs2)cc1)S(=O)(=O)c1ccccc1	11	-0.2	10	-9	0.6	-5	-2	-15	1
15	Cc1onc(-c2c(F)cccc2Cl)c1-c1nnc(-c2ccc(C(F)(F)F)cc2)o1	11	0.7	-3	-4	0.4	18	-1	-21	-32

Whole records from above.
`CCN(CC(=O)Nc1ccc(OC)cc1)C(=O)c1ccc2[nH]c3c(c2c1)CC(C)CC3` (stereo not drawn) across the screens: D1 ag: 4; TRHR agonist: 0.7; D2 antag: x; D1 potentiator: -13; D2 ag: x; TRHR PAM: 1; D2 PAM: x; D1 antag: -3; RXFP1 antag: -3
`CC1=C(C(=O)Nc2ccccc2)C(c2cccs2)C(C#N)=C(SCC#N)N1` (stereo not drawn) across the screens: D1 ag: 0; TRHR agonist: 0.4; D2 antag: 1; D1 potentiator: -8; D2 ag: 0.0; TRHR PAM: -6; D2 PAM: 3; D1 antag: -18; RXFP1 antag: -1

Arranged by molecular weight (ascending): part of the list above.
item	Compound	D1 ag	TRHR agonist	D2 antag	D1 potentiator	D2 ag	TRHR PAM	D2 PAM	D1 antag	RXFP1 antag
12	Cc1cccc(N)c1SC1CCCCC1O (stereo not drawn)	2	-0.9	5	2	-0.4	-3	-5	2	3
10	COC(=O)c1c(NC(=O)c2ccccc2)sc2c1CC(C)(C)OC2	0	-0.6	-4	-3	-0.3	18	11	4	23
9	Cc1ccc(-c2nn(-c3ccccc3)cc2/C=C/C(=O)Nc2nccs2)cc1	13	-0.9	-14	-5	-0.3	-5	-15	-31*	-1
2	Cc1ccc(Cn2c(C(=O)O)c(CNCCc3ccco3)c3ccc(C)cc32)cc1	0	-0.3	x	2	0.5	-2	-6	8	x

Other structures follow:
item	Compound	D1 ag	TRHR agonist	D2 antag	D1 potentiator	D2 ag	TRHR PAM	D2 PAM	D1 antag	RXFP1 antag
16	CN(C)c1nccc(N(Cc2ccccc2)Cc2ccccc2)c1C#N	0	-0.1	-6	8	0.7	9	-12	22	-20
17	CC/C(=N\NC(=O)C1CCCC1)c1ccc(Br)cc1	-1	-0.4	9	-2	6.3	-5	11	-7	1
18	O=C(Cc1cccs1)Nc1ccc(Cl)c(S(=O)(=O)N2CCOCC2)c1	15	0.4	7	1	1.6	-1	8	-33*	-2
19	Cc1ccc2[nH]c3c(c2c1)CN(C(=O)CN1CCSCC1)CC3	1	0.7	-13	-3	-2.6	-8	-4	-5	x
20	CC(C)C(=O)Nc1nnc2n1CCS2	0	0.4	x	-4	-0.4	8	-5	9	x
21	CCCCC(=O)OCc1cn(-c2ccc(Cl)cc2)nn1	2	-0.6	5	-2	0.3	-4	-3	-3	-20
22	Cc1oc2ccc(O)c(CN3CCC(C)CC3)c2c1C(=O)Nc1ccccc1	0	0.0	x	1	0.8	-1	x	7	-11
23	CC(C)CC(=O)Nc1nnc(-c2ccco2)s1	0	0.5	-7	-1	0.5	15	8	x	-4
24	COc1cccc(C(=O)NCCN2CCOCC2)c1	4	0.0	0	-12	-0.4	-4	1	-4	5
25	Cc1ccc(C(=O)N(CCN(C)C)CC2CCCN(Cc3ccccc3F)C2)cc1C (stereo not drawn)	1	1.2	-13	8	1.3	2	1	-6	-3
26	CCN(Cc1ccncc1)C(=O)Cc1cccs1	4	0.9	x	-4	x	0	-4	-6	0
27	CCCCC(=O)NC(c1ccc(C(C)C)cc1)c1ccc2cccnc2c1O (stereo not drawn)	10	1.2	17	0	1.2	-3	-13	-18	2
28	Cc1ccc2[nH]c(=O)c(CN(CC3CCCO3)S(=O)(=O)c3c(C)ccc4nsnc34)cc2c1 (stereo not drawn)	1	-0.4	4	1	0.5	-1	15	5	18
29	CC(=O)c1ccc(C(=O)Nc2nnc(-c3ccc(Cl)cc3)o2)cc1	0	-0.8	5	-9	0.4	2	0	-32*	x
30	COc1ccc(-n2c(=O)c3ccccc3n(Cc3ccccc3Cl)c2=O)cc1	0	-0.2	x	0	-0.4	13	-3	-11	x
31	S=c1[nH]nc(Nc2ccccc2Cl)s1	3	-0.2	-1	9	0.1	-1	-4	-5	-14
32	O=C(CCc1nnc2n(Cc3ccccc3Cl)c(=O)c3ccccc3n12)Nc1ccccc1	1	-0.2	x	1	0.0	-4	-6	-10	-12
33	Cc1cccc(S(=O)(=O)Nc2nc3ccccc3nc2NCc2ccco2)c1	3	-1.9	4	2	-0.2	-4	-6	-9	-16
34	Cc1ccc(C)c(N2CCN(C(=O)C(CC(C)C)NS(=O)(=O)c3ccc4nc(C)sc4c3)CC2)c1 (stereo not drawn)	6	-0.7	x	0	-1.5	4	-7	-2	-32
35	COc1ccc(C(=O)NC(CCSC)C(=O)NCc2nnc3ccccn23)cc1 (stereo not drawn)	5	0.4	19	-5	1.4	12	1	-26	11
36	CCC(C)[C@H]1CN=C(N)N1CCc1cc(C(F)(F)F)cc(C(F)(F)F)c1 (stereo partly drawn)	1	1.3	x	-1	x	-4	x	4	x
37	COc1ccc(C(=O)c2cc3cccc(OC)c3o2)cc1	0	-1.2	8	-1	3.2	0	11	x	4
38	COc1ccc(C(O)c2nc3ccccc3s2)cc1 (stereo not drawn)	1	-0.4	3	-1	0.8	-6	12	-6	x
39	O=C(NCc1cccs1)c1cc(-c2ccc(O)cc2)on1	50*	-0.5	x	-2	x	9	x	9	-1
40	CC(C)c1ccc(OCC(O)CN2CCN(c3ccccn3)CC2)cc1 (stereo not drawn)	2	0.0	74*	1	66*	3	-23	26	-2
41	CC(=O)N1c2ccc(S(=O)(=O)N3CCCC(C(=O)Nc4cccc(Cl)c4)C3)cc2CC1C (stereo not drawn)	0	0.3	-21	-5	0.4	6	-5	13	-9
42	CC[C@@]12C(=O)N(c3cccc(F)c3)C(=O)N1[C@H](c1ccc(Br)cc1)[C@@H]1C(=O)N(C(C)(C)C)C(=O)[C@@H]12	2	0.0	19	-11	1.7	1	7	0	x
43	Cc1cc(C)cc(N2C(=O)CC(c3ccccc3)CC2=O)c1	0	-0.1	19	-7	-0.1	-4	-10	-8	x
44	CCOCCCNC(=O)C(NC(=O)c1ccc(=O)[nH]c1)c1ccccc1 (stereo not drawn)	1	-0.3	-19	-4	0.8	0	3	4	-2
45	O=C(COc1ccc(Cl)cc1)Nc1ccc2c(c1)CCC2	11	-1.0	39*	-8	1.0	3	-23	-19	-11
46	Cc1ccc(CNC(=O)Cn2c(=O)n(Cc3ccccc3)c(=O)c3sc4ccccc4c32)cc1	1	1.1	x	-1	0.8	-2	0	1	x
47	O=c1[nH]cnc2c1oc1ccccc12	0	0.2	0	-1	0.3	-1	5	1	-2
48	c1ccc(-c2csc(-n3cnnn3)n2)cc1	3	-1.2	-12	-11	0.2	-4	3	-10	-4
49	COc1ccc(OC)c(C2NC(=O)NC(C)=C2C(=O)Nc2ccc(C)cc2)c1 (stereo not drawn)	3	-0.2	12	0	-1.4	4	9	-3	-5
50	Cc1nc(Nc2ccc(S(N)(=O)=O)cc2)sc1C(=O)Nc1ccccc1	0	0.3	-18	-13	4.1	7	-6	-55*	-4
51	O=C(COc1ccc(Cl)cc1)Nc1ccc2nc(SCC(=O)N3CCCC3)sc2c1	7	0.3	x	-1	x	-5	-13	-13	-26
52	Cc1n[nH]c(=O)nc1NC1CCCCC1	0	-0.4	-17	2	x	-4	9	-44*	-4
53	Cc1ccccc1Nc1nc(N)nc(CSc2nnc3ccccn23)n1	2	-0.1	6	-1	0.2	0	-3	3	1
54	COCCNC(=O)Nc1ccc2nc(-c3ccco3)c(-c3ccco3)nc2c1	6	0.9	-13	2	2.2	-3	5	-9	9
55	COCCCNC(=S)N1CCCC(c2nc3cc(C)c(C)cc3[nH]2)C1 (stereo not drawn)	1	-0.8	13	-2	-1.0	-5	-4	-12	-12
56	O=C(CSCC(=O)N1CCCCC1)Nc1nc(-c2ccc(Cl)s2)cs1	4	-0.1	7	0	0.5	-1	10	-17	-13
57	COc1cccc(CNC(=O)CCn2c(=O)oc3ccccc32)c1	2	-1.3	3	-8	-2.6	-3	x	2	-1
58	CCCc1c(C(=O)N/N=C/c2cccc(OCc3ccc(F)cc3)c2)nnn1-c1nonc1N	3	0.7	3	-10	-0.4	1	-15	19	-10
59	O=C(Nc1ccc(-c2ccc3nncn3n2)cc1)c1ccc(Br)o1	8	-2.4	-26	-1	0.2	1	18	29	-16
60	CCOC(=O)c1ccc(Nc2nc3nonc3nc2Nc2cccc(C)c2C)cc1	24	6.3	x	-3	11	-3	-11	-39*	-23
61	Cc1csc(C(=O)O)c1NC(=O)c1c(Cl)cccc1Cl	2	0.0	3	-2	-1.2	-1	-5	-7	5
62	COc1ccccc1CN1Cc2cccc3c2[C@@H](CC1=O)[C@H](O)[C@H](O)C3	-1	-0.7	12	-1	0.2	-9	-3	19	x
63	C=CCN1C(=O)C(O)(CC(=O)c2ccccc2)c2ccccc21 (stereo not drawn)	3	-0.4	-17	0	-0.7	2	22	1	-10
64	Cn1nc(OC(=O)Nc2cccc(Cl)c2)cc1C(F)(F)F	6	0.3	18	2	0.4	-7	26	-5	1
65	CCCCCOc1ccc(/C(C)=N/NC2=NCCN2)cc1	9	0.4	-13	3	0.8	7	15	9	-12
66	O=C(Cn1ncc2c(=O)oc3ccccc3c21)NCCC1=CCCCC1	9	-0.1	x	-10	x	-1	x	-25	-5

Screening data as filed in PubChem BioAssay.
